sEH inh: soluble epoxide hydrolase (human) inhibition; inhibition, % at 2 µM; hit rate 0.34% among 91,000; AID 707; P34913; recombinant human sEH enzymatic activity assay; in the data active = inhibition above about 80%; also: values of inactives mirror those of a sister screen read the other way; many of its hits are not listed in these tables
Target sequence (P34913 whole entry, looked up): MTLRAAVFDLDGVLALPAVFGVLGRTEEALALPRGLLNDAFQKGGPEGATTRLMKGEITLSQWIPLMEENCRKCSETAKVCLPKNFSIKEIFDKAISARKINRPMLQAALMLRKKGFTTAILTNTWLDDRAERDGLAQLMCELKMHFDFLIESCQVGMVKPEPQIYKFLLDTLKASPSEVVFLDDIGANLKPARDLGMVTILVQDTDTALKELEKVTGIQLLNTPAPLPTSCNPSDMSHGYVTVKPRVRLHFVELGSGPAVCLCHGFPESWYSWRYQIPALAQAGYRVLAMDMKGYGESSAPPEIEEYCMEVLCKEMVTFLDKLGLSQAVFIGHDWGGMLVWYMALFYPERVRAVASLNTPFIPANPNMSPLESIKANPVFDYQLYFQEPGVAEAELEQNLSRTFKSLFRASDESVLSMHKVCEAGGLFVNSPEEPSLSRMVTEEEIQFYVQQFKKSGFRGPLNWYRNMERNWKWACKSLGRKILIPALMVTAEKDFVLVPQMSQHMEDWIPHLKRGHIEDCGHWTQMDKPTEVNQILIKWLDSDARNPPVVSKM
PostGolgi yeast: growth inhibition of a yeast mutant, post-Golgi transport screen | post-Golgi transport phenotypic cell assay | inhibition, % at 10 µM | hit rate 0.9% among 98,000 | AID 739;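 also: yeast cells grown in 1536-well plates; yeast grown about 18 h at 30C before absorbance read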
CYP2C19 act: increases human CYP2C19 enzyme activity; P33261; recombinant CYP2C19, luciferin-H EGE luminescence; stronger effect = higher value; 0 = fully inhibited enzyme, 1 = untreated enzyme; activation factor at 5 µM; 96,000 tested, under 10 active;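 active = activation factor of at least 2 at 5 µM in the primary screen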;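 also: 0 = wells with 2.5 mM tranylcypromine and 1 = vehicle-only wells; values of inactives mirror those of a sister screen read the other way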
Target sequence (P33261 whole entry, looked up): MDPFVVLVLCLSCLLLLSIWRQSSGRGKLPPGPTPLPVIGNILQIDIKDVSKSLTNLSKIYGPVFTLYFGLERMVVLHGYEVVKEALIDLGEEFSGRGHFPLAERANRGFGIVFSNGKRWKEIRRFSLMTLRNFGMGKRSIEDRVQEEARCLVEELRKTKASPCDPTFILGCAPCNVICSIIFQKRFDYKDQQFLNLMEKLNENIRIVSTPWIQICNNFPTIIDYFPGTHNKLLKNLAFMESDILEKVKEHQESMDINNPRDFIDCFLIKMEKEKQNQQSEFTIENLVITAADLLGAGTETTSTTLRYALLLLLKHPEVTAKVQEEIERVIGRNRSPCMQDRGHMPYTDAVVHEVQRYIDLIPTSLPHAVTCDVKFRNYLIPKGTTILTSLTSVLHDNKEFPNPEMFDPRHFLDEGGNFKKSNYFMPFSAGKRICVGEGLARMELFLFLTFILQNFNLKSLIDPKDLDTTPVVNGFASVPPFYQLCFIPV
PostGolgi ctrl: inhibits growth of the yeast control strain; efflux-deficient yeast background strain, growth absorbance A615, 16 h; inhibition, % at 10 µM; hit rate 5% among 98,000; AID 738
DAT uptake mod: human DAT dopamine uptake with cocaine, either direction; LLC-PK1 hDAT cells, [14C]-dopamine uptake with cocaine IC80; actives deviate in either direction; B-score at 10 µM; hit rate 1.3% among 110,000; AID 449768;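 active = Z score or B-score, a plate-position-corrected score, falls beyond the plate's 99.7% confidence bounds, in either direction; inactive = both scores lie inside the 99.7% bounds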;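 also: scored against the spread of the other compound wells on the same plate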
sEH act: soluble epoxide hydrolase (human) activation | P34913 | purified human sEH enzymatic activity, activator screen | activation, % at 2 µM | hit rate 0.04% among 91,000 | AID 717; in the data active = activation above about 37%; also: values of inactives mirror those of a sister screen read the other way
CYP2C19 inhib: human CYP2C19 inhibition | P33261 | CYP2C19 Supersomes, luciferin-H EGE luminescence, 30 min | inhibition, % at 5 µM | hit rate 21% among 96,000;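 active = CYP2C19 inhibition above a set limit at 5 µM in the primary screen, cut at about 50% in these data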;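 also: plate controls were negative control wells for no effect and 2.5 mM tranylcypromine positive control for full effect; values of inactives mirror those of a sister screen read the other way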
S1P2 agonist: activates the human S1P2 receptor. O95136. hit rate 0.46% among 97,000. activation, % at 4.5 µM. S1P2-expressing cell line, agonist reporter read-out; in the data active = activation above about 16%;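 also: 0% = vehicle low control and 100% = maximal reference agonist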
S1P2 antag: antagonists of human S1P2 receptor; cell-based S1P2 antagonist assay, inhibition at 5 uM; inhibition, % at 5 µM; hit rate 0.21% among 97,000; in the data active = inhibition above about 45%;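 also: CRE beta-lactamase reporter cells expressing human S1P2 stimulated with S1P; 0% = agonist at EC80 alone and 100% = agonist plus reference antagonist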
An asterisk follows results filed as active; · = not tested or not shown. Rule as the data show it, unless noted: active = inhibition above about 30%; inactive = the rest.

item	SMILES	sEH inh	PostGolgi yeast	CYP2C19 act	PostGolgi ctrl	DAT uptake mod	sEH act	CYP2C19 inhib	S1P2 agonist	S1P2 antag
1	C=CCNC(=O)C1CC(=O)N(c2ccc(OCC(=O)NCc3ccccc3)cc2)C1 (centres undefined)	1	-2	1	1	-0.21	-2	-3	-7	9
2	COc1ccc(C(=O)SC2=NCCS2)cc1	-7	·	·	·	0.15	5	·	-4	-7
3	Cn1c(=O)cc(SCC(=O)N2CCN(c3ccccn3)CC2)c2ccccc21	·	0	0.8	8	0.36	·	15	-3	-6
4	CCOC(=O)CCCNC(=O)CCNC(=O)c1ccc(OC(C)C)cc1	-17	1	0.9	-7	-0.12	19	15	-5	-14
5	CC(C)Cn1c2nc3ccccc3nc2c2c(=O)n(CCN3CCOCC3)cnc21	-7	9	0.9	15	0.49	10	8	-3	-20
6	Cn1ncc(N=Cc2ccccc2O)c1C(=O)Nc1ccccc1	·	18	1.1	-3	0.0046	·	-10	-4	6
7	CCC(=O)N1CCc2cc(S(=O)(=O)CCC(=O)NCCc3ccc(OC)c(OC)c3)ccc21	17	5	0.7	22	-1	-19	28	-2	7
8	COc1cc(S(=O)(=O)N(Cc2ccccc2)Cc2ccccn2)ccc1-n1cnnn1	-12	·	·	·	0.045	16	·	-1	-16
9	Cc1c(NC(=O)C2CC=CCC2C(=O)O)c(=O)n(-c2ccccc2)n1C (centres undefined)	10	2	0.9	8	-0.092	-9	7	-2	-3
10	CCOC(=O)C(C(C)=O)c1nc(C)nc2c1nnn2Cc1ccccc1Cl (centres undefined)	-6	·	·	·	0.94	9	·	-5	-12
11	Cn1c(CO)cnc1SCc1c(Cl)cccc1Cl	-9	-2	0.2	9	0.18	10	82*	-5	9
12	O=S(=O)(NCC1CCCO1)c1cc(Br)c(Br)s1 (centres undefined)	·	3	0.3	3	-0.55	·	66*	·	·

Next section, starting with the last six of the part before.
item	SMILES	sEH inh	PostGolgi yeast	CYP2C19 act	PostGolgi ctrl	DAT uptake mod	sEH act	CYP2C19 inhib	S1P2 agonist	S1P2 antag
7	CCC(=O)N1CCc2cc(S(=O)(=O)CCC(=O)NCCc3ccc(OC)c(OC)c3)ccc21	17	5	0.7	22	-1	-19	28	-2	7
8	COc1cc(S(=O)(=O)N(Cc2ccccc2)Cc2ccccn2)ccc1-n1cnnn1	-12	·	·	·	0.045	16	·	-1	-16
9	Cc1c(NC(=O)C2CC=CCC2C(=O)O)c(=O)n(-c2ccccc2)n1C (centres undefined)	10	2	0.9	8	-0.092	-9	7	-2	-3
10	CCOC(=O)C(C(C)=O)c1nc(C)nc2c1nnn2Cc1ccccc1Cl (centres undefined)	-6	·	·	·	0.94	9	·	-5	-12
11	Cn1c(CO)cnc1SCc1c(Cl)cccc1Cl	-9	-2	0.2	9	0.18	10	82*	-5	9
12	O=S(=O)(NCC1CCCO1)c1cc(Br)c(Br)s1 (centres undefined)	·	3	0.3	3	-0.55	·	66*	·	·
13	CCOC(=O)CSC1=C(C#N)C(=O)NC(c2ccc(OC)cc2)S1 (centres undefined)	9	-2	1.1	1	-0.0039	-7	-10	-4	-10
14	COc1ccc(Cl)cc1S(=O)(=O)Oc1ccc(NC(C)=O)cc1	-5	·	·	·	-0.69	11	·	-8	1
15	O=c1c2cccnc2[nH]c(=S)n1CCC1=CCCCC1	-18	-1	0.9	2	0.11	18	9	-8	1
16	COc1cc(=O)n2c(-c3ccccc3)csc2n1	11	-2	0.8	6	-0.12	-10	20	-8	3
17	COc1nc(Oc2ccc(=O)[nH]n2)nc(N2CCOCC2)n1	-10	-8	1.1	-1	0.73	7	-10	-9	6
18	Cc1cccc(C)c1NC(=O)CCCSc1nnc(-c2ccco2)n1-c1ccccc1	·	15	0.8	2	0.98	·	23	-8	22
19	c1ccc(CCCNc2ncnc3nc[nH]c23)cc1	·	-1	0.9	17	0.66	·	11	·	·
20	CCOC(=O)c1cc(-c2ccc(N)cc2)sc1N	16	6	0.5	6	0.19	-14	54*	-3	-17
21	COc1ccc(N(C)C(=O)CCC(=O)Nc2ccc3nc(N4CCOCC4)cc(C)c3c2)c(OC)c1	·	5	0.8	-2	3.2*	·	24	-4	9
22	O=S1(=O)c2ccccc2N=NN1Cc1cc(Cl)cc(Cl)c1	17	3	0.7	19	0.61	-15	33	-2	-16
23	O=C(CSc1nnnn1-c1ccccc1)N1CCc2ccccc21	3	9	1.1	-2	0.02	2	-6	-2	2
24	Nc1nc2n(n1)C(c1ccc(F)cc1)CC(c1ccc(F)cc1)N2 (centres undefined)	-7	-1	0.3	-4	0.44	6	71*	-1	28

Four entries out of the list above, arranged by the value under S1P2 antag, highest first:
item	Compound	S1P2 antag
21	COc1ccc(N(C)C(=O)CCC(=O)Nc2ccc3nc(N4CCOCC4)cc(C)c3c2)c(OC)c1	9
14	COc1ccc(Cl)cc1S(=O)(=O)Oc1ccc(NC(C)=O)cc1	1
22	O=S1(=O)c2ccccc2N=NN1Cc1cc(Cl)cc(Cl)c1	-16
20	CCOC(=O)c1cc(-c2ccc(N)cc2)sc1N	-17

Other compounds:
item	SMILES	sEH inh	PostGolgi yeast	CYP2C19 act	PostGolgi ctrl	DAT uptake mod	sEH act	CYP2C19 inhib	S1P2 agonist	S1P2 antag
25	CCc1cc2c(NCCC(=O)O)ncnc2s1	14	-4	0.9	-8	0.61	-13	12	-4	11
26	CN1CCc2c(sc3c2C(=O)NC(c2ccccn2)N3)C1 (centres undefined)	-4	-1	1.1	6	-0.074	4	-8	1	9
27	Cn1c2ccccc2c2c(C(=O)NCc3ccco3)cn(C3CCCCC3)c(=O)c21	1	1	0.8	-1	-0.17	0	20	-2	15
28	O=C(c1ccco1)n1nc(-c2ccccc2)nc1NCc1ccco1	-1	16	1	9	-0.47	5	-4	-8	-10
29	N#CCCn1c(-c2nonc2NC(=O)c2ccccc2Cl)nc2ccccc21	3	-6	1	28	0.048	-3	2	-5	18
30	CCOc1ccccc1NC(=O)Cn1nnc(C(=O)Nc2ccc(C)cc2)c1N	8	-3	0.9	6	-1.4	-10	14	-2	8
31	C=CCNc1cc(C(F)(F)F)nc(-c2ccccn2)n1	-7	-2	1	5	-0.98	10	-3	-6	19
32	CO/N=C(/CS(=O)Cc1ccccc1Cl)c1ccc(Cl)cc1Cl (centres undefined)	-9	0	0.2	30*	0.18	8	83*	-1	12
33	CCOC(=O)Cn1c(=O)oc2cc(S(=O)(=O)NCc3cccs3)ccc21	0	7	0.9	3	0.48	-1	14	-4	-5
34	CCn1c(-c2cc3c(C(F)(F)F)nn(C)c3s2)n[nH]c1=S	12	4	0.7	41*	-1.3	-12	31	-5	4
35	CSc1nsc(SCC(=O)Nc2ccccn2)n1	-4	18	0.8	11	-0.039	2	22	-7	2
36	O=C(Cn1ccc2ccccc2c1=O)NCCC(=O)N1CCN(C(=O)c2ccco2)CC1	4	·	·	·	·	-7	·	0	16

(further entries)
item	SMILES	sEH inh	PostGolgi yeast	CYP2C19 act	PostGolgi ctrl	DAT uptake mod	sEH act	CYP2C19 inhib	S1P2 agonist	S1P2 antag
37	O=C(Nc1ccn(Cc2c(F)c(F)cc(F)c2F)n1)c1ccc(COc2ccccc2Cl)cc1	-1	5	0.7	7	0.7	1	32	-9	24
38	Cc1cccc(N2CCN(C(=O)Cn3cccc3C(=O)c3ccccc3)CC2)c1C	-6	2	0.6	18	1.2	4	42	-2	-10
39	Cc1cccc(-n2nnnc2SCC(=O)NCCN2C(=O)CSC2=O)c1	9	1	0.2	2	0.51	-7	77*	0	-15
40	COc1ccccc1NC(=O)N1CCCC1C(=O)NC1CCCCC1 (centres undefined)	-3	-2	0.8	2	-0.39	1	18	0	9
41	CC1Cc2cc(C(=O)O)ccc2O1 (centres undefined)	·	-3	1.1	2	-0.36	·	-5	-4	-17
42	CCC1(c2ccccc2)NC(=O)N(CC(=O)Nc2ccc3c(c2)OCO3)C1=O (centres undefined)	7	3	1	2	-0.59	-4	-3	-9	18
43	COC(=O)C1C2C=CC3(CN(CCc4ccccc4)C(=O)C13)O2 (centres undefined)	2	·	·	·	-0.19	1	·	-9	3
44	Cc1ccc(S(=O)(=O)Oc2ccccc2N2C(=O)C3CC=CCC3C2=O)cc1 (centres undefined)	4	-10	0.9	-4	-0.57	-3	9	-8	4
45	COc1cc(C2Nc3cc(Cl)c(S(N)(=O)=O)cc3S(=O)(=O)N2)ccc1OCc1ccccc1 (centres undefined)	-2	1	0.3	4	0.32	3	66*	-1	-2
46	c1ccc(OCc2nc(-c3cccs3)no2)cc1	-10	-6	0.3	-3	-1.3	12	74*	-4	-17
47	Cc1cc2c(cc1C)-c1nnc(-c3ccc4ccccc4n3)n1C(C)(C)C2	12	-1	0.9	14	·	-11	6	0	14
48	COC(=O)CCn1nnc(-c2ccc(C)cc2)n1	-3	-2	0.5	7	-0.016	-2	46	-3	14

Further entries:
item	SMILES	sEH inh	PostGolgi yeast	CYP2C19 act	PostGolgi ctrl	DAT uptake mod	sEH act	CYP2C19 inhib	S1P2 agonist	S1P2 antag
49	Cc1csc(NC(=O)c2sc3nc(-c4cccs4)ccc3c2N)n1	-25	0	0.4	22	-0.51	24	59*	-2	7
50	O=C1N(c2ccccc2)C2CS(=O)(=O)CC2N1c1ccc(Cl)c(Cl)c1 (centres undefined)	20	-4	0.8	7	-0.95	-20	23	-3	7
51	Cc1ccc2c(c1)C(C)CC(C)(C)N2C(=O)NC1CCCCC1 (centres undefined)	56	4	0.9	11	0.089	-57	12	-6	12
52	CCN(CC)C(=O)C1CCCN(Cc2sccc2C)C1 (centres undefined)	-11	-9	0.9	0	-0.14	4	11	-3	-11
53	Cc1ccc(NC(=S)NC2CC3CCC(C2)N3Cc2ccco2)cc1C (centres undefined)	6	0	1	2	-0.88	-3	4	-2	-1
54	COC(=O)C1CCN(C(=O)COc2ccc(Cl)cc2)CC1	-3	-3	0.1	-6	-0.87	7	86*	0	-14
55	Cc1cccc(-c2cc3c(nn2)-c2ccccc2C3=O)c1	10	6	0.7	17	-0.11	-10	30	-1	-12
56	COc1ccc(Cc2nnc(SCC(=O)NC3CCCC3)o2)cc1	-1	·	·	·	1	7	·	-6	7
57	Cc1cc(C)nc(N2C(=O)CC(Cc3ccccc3)C2=O)n1 (centres undefined)	-5	2	0.8	13	1.4	4	16	-6	-6
58	Cc1cc(NC(=O)c2ccccc2Cl)c(C(C)C)cc1O	3	-18	0.3	15	0.43	-4	65*	-5	10
59	CCCc1n[nH]c2c1/C(=N\O)CCC2	7	4	1	-5	-0.4	-9	4	-1	1
60	COc1ccc(-n2c(=O)cc(N3CCCCCC3)[nH]c2=O)cc1	0	6	0.9	3	-0.71	4	10	-2	-3

Next section:
item	SMILES	sEH inh	PostGolgi yeast	CYP2C19 act	PostGolgi ctrl	DAT uptake mod	sEH act	CYP2C19 inhib	S1P2 agonist	S1P2 antag
61	COc1ccc(N2C(=O)CSC2c2ccc3c(c2)OCO3)c(OC)c1 (centres undefined)	·	5	0.2	31*	-0.67	·	84*	·	·
62	COCCCNC(=O)CCc1ccc(S(=O)(=O)Nc2ccc(C)cc2)cc1	0	-1	0.9	12	0.083	-3	8	-4	-6
63	O=C(Nc1ccc(S(=O)(=O)N2CCCCC2)cc1)c1ccc(CN2CCc3ccccc3C2)cc1	16	-2	0.5	54*	-0.042	-16	49	-4	52*
64	CC(=O)Nc1cc(-c2ccccc2)nn1Cc1ccc(Cl)cc1	-15	-3	·	19	0.71	16	·	-3	8
65	Fc1ccc(-n2c(Cc3ccccc3)nnc2SCc2nc(-c3cccs3)no2)cc1	-4	-1	0.6	33*	2.2	4	44	-6	-5
66	CC1CCN(c2c(NCc3ccc(C(=O)N4c5ccccc5CC4C)cc3)c(=O)c2=O)CC1 (centres undefined)	4	1	·	-4	-0.2	-5	·	-4	13

Random draw from the library; about 24% have a hit in one of these screens.
